Screening data from PubChem BioAssay.
CCT chaperon mod = modulators of cytosolic chaperonin (CCT/TRiC) activity; purified chaperonin ATPase assay, HTRF ADP detection, 30 min; activity change, % (test concentration not listed), hits read low; 360,000 tested, 0.3% active; AID 651819; in the data active means activity change below about -30%; further: on the % scale 0 is the no-effect control and ±100 the full control effect
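TRiC at 40 or 20 nM final (batch-dependent) in 30 mM Tris pH 7.4, 100 mM KCl, 5 mM MgCl2, 1 mM DTT, with compound at single 76 uM and 10 uM ATP, 30 min at 37 deg C. ADP detected by HTRF Transcreener, 665/615 ratio.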
pAkt inh = blocks phosphorylation of Akt; activity change, % for hits at 50 µM; 360,000 tested, 0.32% active; AID 651550; Neuro2A IGF-stimulated pAkt S473 HTRF, 20 min; hits give low values; in the data active means activity change below about -80%; inconclusive means mostly about -51% to -80%; further: on the % scale 0 is the no-effect control and ±100 the full control effect
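Single-point screen (50 µM final compound) in Neuro2A cells stimulated 20 min with 6 nM IGF at 37 deg C. After lysis, Ser473-phosphorylated Akt read by HTRF (ex 330 nm, em 615/665 nm) as the 665/615 ratio.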
Nrf2 activator = Nrf2 pathway activation. AREc32 ARE-luciferase reporter (MCF7-derived line), luminescence, 24 h. Potency, µM (titrated, usually from 46.1 µM), without a hit: at the top dose activation, actives largely listed as activators. 410,000 tested, 0.31% active. AID 624171; further: potency means the concentration at half of the fitted maximal effect; % of control where 0% means no effect; nearly all actives have a fitted effect of over 65% in size
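ARE-driven firefly luciferase activity in AREc32 cells measured after a 24 hr compound exposure at 37 deg C, using Steady-Glo reagent and a 30 min room-temperature hold.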
TGFb SMAD3 inh = TGF-b pathway inhibition | 410,000 tested, 1.2% active | Potency, µM (titrated, usually from 46.1 µM), inactives show at the highest dose activity, negative = inhibition, hits mostly inhibitors | HepG2 CAGA-GFP TGF-b/SMAD3 reporter, GFP fluorescence, 18 h; TGF-beta stimulated, 500 pg/mL final; further: potency means the concentration at half of the fitted maximal effect; on the % scale 0 is the no-effect control and ±100 the full control effect; nearly all actives have a fitted effect of over 65% in size
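GFP signal (ex488/em500-530) from TGF-beta-stimulated HEPG2 CAGA-GFP cells, 500 pg/mL final, 18 h at 37 degrees C in DMEM plus 1% FBS, normalized to unstimulated and DMSO-stimulated controls.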
Abeta rescue = restores growth of yeast expressing A-beta42 peptide | yeast expressing A-beta42, growth rescue, OD600, 48 h; response scale: 0% DMSO, 100% iron-clioquinol control | Potency, µM (highest dose often 46.1 µM), inactives show at the highest dose growth rescue, most hits filed as activators | 410,000 tested, 0.063% active; further: potency means the concentration at half of the fitted maximal effect; nearly all actives have a fitted effect of over 55% in size
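Growth rescue measured by 600 nm absorbance after 48 h yeast culture at 30 C with compound. Values normalized between DMSO and an equimolar ferric chloride plus clioquinol control.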
HepG2 tox = kills HepG2 cells in TGF-b inhibitor counter-screen; HepG2 CAGA-GFP viability, ATP luminescence, 18 h; Potency, µM (top dose mostly 46.1 µM), for the others: at the highest dose activity change, negative = cytotoxicity, usual class: cytotoxic; 410,000 tested, 0.76% active; AID 588856; further: potency means the concentration at half of the fitted maximal effect; some results filed as inactive show a strong effect at the top dose
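CellTiter-Glo luminescence gave cytotoxicity after 18 hours at 37 degrees C. The cells were HepG2 CAGA-GFP in 1% FBS DMEM, stimulated with 500 pg/mL TGF-beta after compound addition. %Activity was normalised to no-cell wells (complete cell-killing) and DMSO (no toxicity), and curves were fitted and classified.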
MmCpn inh = inhibitors of Methanococcus maripaludis chaperonin (MmCpn); purified Mm-Cpn ATPase, ADP Transcreener TR-FRET; Potency, µM (highest dose often 76.9 µM), inactives show at the top dose activity, negative = inhibition, actives largely listed as inhibitors; 330,000 tested, 0.031% active; AID 504842; further: potency means the concentration at half of the fitted maximal effect; on the % scale 0 is the no-effect control and ±100 the full control effect; nearly all actives have a fitted effect of over 80% in size
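25 nM Mm-CPN + cpd, 10 min 37°C; + 10 uM ATP, 30 min 37°C; buffer 30 mM Tris pH 7.4, 100 mM KCl, 5 mM MgCl2, 1 mM DTT; Transcreener ADP HTRF detection 30 min RT.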
Nrf2 inh = blocks Nrf2 signaling; Potency, µM (doses to about 46 µM), for the others: at the highest dose activity change, negative = inhibition, usual class: inhibitors; A549 ARE-Fluc reporter, luciferase luminescence, 18-24 h; 360,000 tested, 2.1% active; further: potency means the concentration at half of the fitted maximal effect; on the % scale 0 is the no-effect control and ±100 the full control effect; nearly all actives have a fitted effect of over 60% in size
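Two sequential reads on A549 ARE_Fluc cells exposed to compound for 18-24 h: a CellTiter-Fluor fluorescence read for viability, then a luciferase luminescence read for Nrf2/ARE activity.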
A549 tox = kills or reduces viability of A549 cells in Nrf2 counter-screen | A549 ARE-Fluc cells, CellTiter-Fluor viability, 18-24 h | Potency, µM (series often up to 46 µM), inactives show top-dose activity change, negative = cytotoxicity, usual class: inhibitors | 390,000 tested, 0.16% active; further: potency means the concentration at half of the fitted maximal effect; on the % scale 0 is the no-effect control and ±100 the full control effect
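Cytotoxicity counterscreen: CellTiter-Fluor fluorescence was measured in A549 ARE_Fluc cells after 18-24 h of compound exposure in a concentration series. The subsequent BugLite luminescent read reports ARE-luciferase activity.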
Active calls of the source: *; [ ] = remark or other dose. Unless noted, the call rests on the fitted dose curve; in most records, active means well fitted curve in the direction sought with a large enough effect; inconclusive means small, poorly fitted or top-dose-only effect, or another doubt; inactive means no such curve, though single readings can be large; an effect the other way counts as inactive or inconclusive.

Screening O=S(=O)(c1ccc2ccccc2c1)N1CCN(Cc2ccccn2)CC1 returned CCT chaperon mod 1.3, pAkt inh inactive, Nrf2 activator -0.1%, TGFb SMAD3 inh -19%, Abeta rescue 22%, HepG2 tox -6%, MmCpn inh -17%, Nrf2 inh -6% and A549 tox 0%.
CC1CCCC(C)N1CC(O)COCc1ccccc1F (stereo not given) was read as CCT chaperon mod -1.5, pAkt inh inactive, Nrf2 activator -0.9%, TGFb SMAD3 inh -7%, Abeta rescue -18%, HepG2 tox -25%, MmCpn inh -1%, Nrf2 inh 2% and A549 tox 7%.
Screening COc1ccc(NC(=O)C2CCCC2)cc1S(=O)(=O)N1CCOCC1 returned CCT chaperon mod -1.7, pAkt inh inactive, Nrf2 activator 0.0%, TGFb SMAD3 inh inconclusive, Abeta rescue 9%, HepG2 tox 3%, MmCpn inh 0%, Nrf2 inh -9% and A549 tox -2%.
For CCCNC(=S)N1CCC(c2nc3cc(C)c(C)cc3[nH]2)CC1 the results were CCT chaperon mod -0.9, pAkt inh inactive, Nrf2 activator 0.5%, TGFb SMAD3 inh -14%, Abeta rescue -4%, HepG2 tox -24%, MmCpn inh 1%, Nrf2 inh 7% and A549 tox -2%.
CCN(C1CCS(=O)(=O)C1)S(=O)(=O)c1cc(C)ccc1C (stereo not given) was read as CCT chaperon mod 3.3, pAkt inh inactive, Nrf2 activator -0.1%, TGFb SMAD3 inh 0%, Abeta rescue -1%, HepG2 tox -4%, MmCpn inh 0%, Nrf2 inh -5% and A549 tox 12%.
For COc1ccc(/C=C(\NC(=O)c2cccs2)C(=O)N2CCOCC2)cc1OC the results were CCT chaperon mod 0.7, pAkt inh inactive, Nrf2 activator 0.3%, TGFb SMAD3 inh 1%, Abeta rescue -23%, HepG2 tox -11%, MmCpn inh 2%, Nrf2 inh -5% and A549 tox 2%.
Screening Cc1cc(C)c(NC(=O)CSc2nnc(CNC(=O)c3c(F)cccc3Cl)o2)c(C)c1 returned CCT chaperon mod -1.2, pAkt inh inactive, Nrf2 activator -0.2%, TGFb SMAD3 inh -5%, Abeta rescue 11%, HepG2 tox 0%, MmCpn inh 0%, Nrf2 inh -3% and A549 tox -7%.
For O=C1C2CCCCN2C(=O)N1CCCCN1CCN(c2cccc(Cl)c2)CC1 (stereo not given) the results were CCT chaperon mod -1.6, pAkt inh inactive, Nrf2 activator 0.0%, TGFb SMAD3 inh 9%, Abeta rescue 6%, HepG2 tox -11%, MmCpn inh 0%, Nrf2 inh -14% and A549 tox -5%.
COc1cccc(NC(=O)CCc2nnc3ccc(N4CCN(c5cccc(OC)c5)CC4)nn23)c1 was read as CCT chaperon mod -0.1, pAkt inh inactive, Nrf2 activator 0.2%, TGFb SMAD3 inh -2%, Abeta rescue 9%, HepG2 tox 5%, MmCpn inh 3%, Nrf2 inh 16% and A549 tox 3%.
For Cc1cc(-c2ccccc2)n[nH]1 the results were CCT chaperon mod -3.3, pAkt inh inactive, Nrf2 activator -0.4%, TGFb SMAD3 inh -18%, Abeta rescue inconclusive, HepG2 tox -26%, MmCpn inh 2%, Nrf2 inh 1% and A549 tox -2%.
For CCOc1ccc(CCN2C(=S)N([C@@H](CC(C)C)CN3CCC[C@@H]3CN3C(=S)NC[C@@H]3Cc3ccc(O)cc3)C[C@@H]2Cc2ccc(O)cc2)cc1 the results were CCT chaperon mod 1.9, pAkt inh inactive, Nrf2 activator -1.4%, TGFb SMAD3 inh 11µM*, Abeta rescue -6% and HepG2 tox -102%.
N=C(N)c1ccc(Cl)cc1 was read as CCT chaperon mod 1.7, pAkt inh inactive, Nrf2 activator 1.9%, TGFb SMAD3 inh 24%, Abeta rescue 7%, HepG2 tox 16%, MmCpn inh 0%, Nrf2 inh 4% and A549 tox 1%.

Gathered by group: the compounds so far with fluorine.
CC1CCCC(C)N1CC(O)COCc1ccccc1F (stereo not given) was read as CCT chaperon mod -1.5, pAkt inh inactive, Nrf2 activator -0.9%, TGFb SMAD3 inh -7%, Abeta rescue -18%, HepG2 tox -25%, MmCpn inh -1%, Nrf2 inh 2% and A549 tox 7%.
Screening Cc1cc(C)c(NC(=O)CSc2nnc(CNC(=O)c3c(F)cccc3Cl)o2)c(C)c1 returned CCT chaperon mod -1.2, pAkt inh inactive, Nrf2 activator -0.2%, TGFb SMAD3 inh -5%, Abeta rescue 11%, HepG2 tox 0%, MmCpn inh 0%, Nrf2 inh -3% and A549 tox -7%.

The list goes on:
CN(C(=O)CN1C(=O)C2C3CC(C(Br)C3Br)C2C1=O)C1CCCCC1 (stereo not given) was read as CCT chaperon mod 0.0, pAkt inh inactive, Nrf2 activator -0.1%, TGFb SMAD3 inh -2%, Abeta rescue 21%, HepG2 tox -3%, MmCpn inh 0%, Nrf2 inh -9% and A549 tox 1%.
For CCN(CC(=O)Nc1cc(Cl)cc(Cl)c1)CC(=O)NC1CCS(=O)(=O)C1 (stereo not given) the results were CCT chaperon mod -2.2, pAkt inh inactive, Nrf2 activator 0.3%, TGFb SMAD3 inh -5%, Abeta rescue 9%, HepG2 tox -9%, MmCpn inh -1%, Nrf2 inh 3% and A549 tox 2%.
CCOC(=O)c1c(C)nc2c(c1C)c(=O)oc1ccccc12 was read as CCT chaperon mod 2.0, pAkt inh inactive, Nrf2 activator 2.7%, TGFb SMAD3 inh 25%, Abeta rescue -9%, HepG2 tox -19%, MmCpn inh -2%, Nrf2 inh inconclusive and A549 tox -5%.
`O=C(Cn1nnc(-c2ccccc2)n1)OCc1csc(-c2ccccc2)n1` gave CCT chaperon mod 1.0, pAkt inh inactive, Nrf2 activator -0.4%, TGFb SMAD3 inh 5%, Abeta rescue 13%, HepG2 tox -2%, MmCpn inh -1%, Nrf2 inh -2% and A549 tox -3%.
Screening CC(Sc1ncnc2sc(-c3ccccc3)cc12)C(N)=O (stereo not given) returned CCT chaperon mod -1.8, pAkt inh inactive, Nrf2 activator 0.7%, TGFb SMAD3 inh 13%, Abeta rescue -6%, HepG2 tox -7%, MmCpn inh 3%, Nrf2 inh -20% and A549 tox -1%.
For CC(=O)c1ccc(NC(=O)C2CCN(S(=O)(=O)c3cccs3)CC2)cc1 the results were CCT chaperon mod 1.6, pAkt inh inactive, Nrf2 activator 4.1%, TGFb SMAD3 inh inconclusive, Abeta rescue 15%, HepG2 tox -25%, MmCpn inh 1%, Nrf2 inh 7% and A549 tox -8%.
`CCCNC(=O)c1cc(C2CCCN(S(=O)(=O)c3cccc4cccnc34)C2)on1` (stereo not given) gave CCT chaperon mod 0.0, pAkt inh inactive, Nrf2 activator 3.4%, TGFb SMAD3 inh 3%, Abeta rescue -6% and HepG2 tox -9%.
For Nc1ccc(NC(=O)c2cc(Cl)ccc2O)c(Cl)c1 the results were TGFb SMAD3 inh -28%, HepG2 tox -26%, Nrf2 inh -6% and A549 tox 7%.
`COc1ccc(NC(=O)CCS(=O)(=O)c2nc(-c3cccs3)cc(C(F)(F)F)n2)cc1OC` gave Nrf2 activator -7.1%, TGFb SMAD3 inh 16µM*, Abeta rescue -4%, HepG2 tox -106%, Nrf2 inh 6%[9.27 µM] and A549 tox 2%.
`Cc1ccc(NC(=O)COn2nnc3ccc(S(=O)(=O)N(C)C)cc32)cc1F` gave CCT chaperon mod 0.7, pAkt inh inactive, Nrf2 activator 13%, TGFb SMAD3 inh 4%, Abeta rescue 13%, HepG2 tox 3%, MmCpn inh -1% and A549 tox -12%.
CN(CC1COc2ccccc2O1)C(=S)Nc1ccccc1 (stereo not given) was read as CCT chaperon mod -0.6, pAkt inh inactive, Nrf2 activator -0.6%, TGFb SMAD3 inh -8%, Abeta rescue inconclusive, HepG2 tox -7%, Nrf2 inh 5% and A549 tox 11%.
`COc1cccc(-c2oc3c(c2-c2ccc(Br)nc2)C(O)CCC3)c1` (stereo not given) gave CCT chaperon mod -0.3, pAkt inh inactive, Nrf2 activator 5.3% and Abeta rescue 4%.
For Cc1noc(C)c1S(=O)(=O)N(C)C[C@H]1OCc2cnnn2CCCC(=O)N([C@H](C)CO)C[C@H]1C the results were CCT chaperon mod -0.3, pAkt inh inactive, Nrf2 activator 0.1%, TGFb SMAD3 inh 12%, Abeta rescue -1% and HepG2 tox -3%.
For Cn1c(CBr)c(C(=O)c2ccc([N+](=O)[O-])cc2)c(=O)n(C)c1=O the results were CCT chaperon mod -2.9, pAkt inh inactive, Nrf2 activator 0.5%, TGFb SMAD3 inh -3%, Abeta rescue -1%, HepG2 tox 9%, MmCpn inh 0%, Nrf2 inh 1% and A549 tox -2%.
CCOC(=O)Cc1c(Sc2ccccc2)c2ccccc2n1C was read as CCT chaperon mod 0.1, pAkt inh inactive, Nrf2 activator 0.2%, TGFb SMAD3 inh -23%, Abeta rescue -18%, HepG2 tox -19%, MmCpn inh 0%, Nrf2 inh 23µM* and A549 tox -11%.
COC(=O)c1ccc(/C=C/c2ccc3cccc(OC(C)=O)c3n2)cc1 was read as CCT chaperon mod -1.9, pAkt inh inactive, Nrf2 activator 7.7%, TGFb SMAD3 inh inconclusive, Abeta rescue -18%, HepG2 tox -35%, MmCpn inh -10%, Nrf2 inh -2% and A549 tox 1%.
`CCOc1ccc2c(c1)C(N(CCN1CCOCC1)C(=O)Nc1ccc(OC)cc1OC)CC(C)(C)O2` (stereo not given) gave CCT chaperon mod 1.3, pAkt inh inactive, Nrf2 activator 0.4%, TGFb SMAD3 inh -11%, Abeta rescue 9%, HepG2 tox -2%, MmCpn inh 1%, Nrf2 inh 12% and A549 tox 0%.
